# GPR55 beta-arrestin – GPR55 agonists via beta-arrestin recruitment, primary screen, imaging, U2OS cells, beta-arrestin-GFP redistribution (AID 1961); G-protein coupled receptor 55 (Homo sapiens); U2OS GPR55 beta-arrestin-GFP redistribution imaging; higher % means a stronger effect; activation, % at 10 µM; hits with a dose series show EC50 in µM; actives 0.048% (n = 290,000);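 active = activation above 40% with more than 50 cells counted in the well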;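 also: U2OS osteosarcoma cells stably expressing GPR55 and beta-arrestin-GFP; plate controls were DMSO negative control for no effect and LPI positive control for full effect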
# HIV peptide binding – inhibitors of HIV fusion peptide binding, primary screen, biochemical, uHTS, fluorescence dequenching (AID 1986). cell-free peptide binding, fluorescence dequenching, 30 min; higher % means a stronger effect. inhibition, % at 20 µM; hits with a dose series show IC50 in µM. actives 0.3% (n = 290,000); in the data active = inhibition mostly above about 52%, no sharp cut-off; inactive = mostly below about 76%; also: some results filed as inactive read as strong as hits
# KOR beta-arrestin-1 – KOR antagonists, beta-arrestin recruitment, cell-based, luminescence, uHTS (AID 1778). actives 0.091% (n = 290,000). Kappa-type opioid receptor (Homo sapiens). KOR beta-arrestin recruitment, luminescence, antagonist mode; higher % means a stronger effect. inhibition, % at 10 µM, or IC50 in µM where a hit was titrated; also: strong numbers were not always called active
# NOD1 NF-kB reporter – NOD1 signaling inhibitors, primary screen, cell-based, luminescence, uHTS (AID 1578); NOD1-driven NF-kB luciferase reporter cells, luminescence; higher % means a stronger effect; inhibition, % at 4 µM, or EC50 in µM where a hit was titrated; actives 1% (n = 290,000); in the data active = inhibition mostly above about 36%, no sharp cut-off; inactive = mostly below about 34%;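 also: HEK-293T reporter cells stimulated with the NOD1 agonist gamma-tri-DAP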
# GPR55 LPI antagonism – GPR55 antagonists blocking LPI-driven arrestin recruitment, primary screen, imaging, U2OS, beta-arrestin-GFP, LPI agonist (AID 2013). actives 0.13% (n = 290,000). G-protein coupled receptor 55 (Homo sapiens). U2OS GPR55 beta-arrestin-GFP translocation imaging, LPI antagonism; higher % means a stronger effect. one-dose inhibition, % at 10 µM; IC50 in µM for titrated hits;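 active = spots per cell inhibited over 60%, with over 100 cells counted and total cytoplasm intensity under 500,000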;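 also: U2OS cells stably carrying GPR55 and arrestin-GFP stimulated by 5 µM LPI near EC80; imaged beta-arrestin-GFP aggregate spots per cell after agonist stimulation; plate controls were LPI-stimulated DMSO wells for no effect and DMSO wells without LPI for full effect; some results filed as inactive read as strong as hits; confirmed hits need IC50 under 10 µM and bright autofluorescent wells are also inconclusive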
# Myeloid diff 2 – induction of myeloid progenitor differentiation, primary screen, cell-based, flow cytometry, MLPCN library; ER-HoxA9 myeloid progenitors, lysozyme-GFP differentiation; calls only at 10 µM; actives 1% (n = 360,000);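 active = normalized GFP-positive differentiation at or above the plate's own cutoff, the solvent-only control mean plus 3 SD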;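 also: cells exposed to compound for four days before flow analysis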
# GPR35 antagonists – GPR35 antagonists blocking zaprinast-driven arrestin recruitment, primary screen, imaging, U2OS, beta-arrestin-GFP, zaprinast agonist (AID 2058) | G-protein coupled receptor 35 (Homo sapiens) | U2OS GPR35 beta-arrestin-GFP translocation imaging, zaprinast antagonism; higher % means a stronger effect | inhibition, % at 10 µM, or IC50 in µM where a hit was titrated | actives 0.052% (n = 290,000);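 active = inhibition of at least 50% with at least 30 cells and total cytoplasm GFP at most 10,000,000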
# KOR beta-arrestin-2 – KOR agonists, beta-arrestin recruitment, primary screen, cell-based, luminescence, uHTS (AID 1777); actives 0.02% (n = 280,000); KOR beta-arrestin recruitment, luminescence; higher % means a stronger effect; one-dose activation, % at 10 µM; EC50 in µM for titrated hits; in the data active = activation above about 50%, passing the limit was not always enough; also: a part of the inactive calls stands beside numbers as strong as those of hits
# HEK293 NOD2/NF-kB – NOD2 signaling inhibitors, cell-based, luminescence, uHTS, HEK293 (AID 1566); HEK293 NOD2/NF-kB luciferase reporter, luminescence; higher % means a stronger effect; inhibition, % at 4 µM, or EC50 in µM where a hit was titrated; actives 0.63% (n = 290,000); also: many of its hits are not listed in these tables
# Myeloid diff 2 GFP+ MAC1+ % – second read-out of Myeloid diff 2, no call of its own (marks repeat the call); GFP+ MAC1+ double positive, %; measured here: differentiation confirmed by MAC1 staining
# Active calls of the source: *; i = inactive; nt = no result given; + = active, no number; [ ] = dose if it differs, or a comment. Rule as the data show it, unless noted: active = inhibition above about 50%; inactive = the rest.
SMILES,GPR55 beta-arrestin,HIV peptide binding,KOR beta-arrestin-1,NOD1 NF-kB reporter,GPR55 LPI antagonism,Myeloid diff 2,Myeloid diff 2 GFP+ MAC1+ %,GPR35 antagonists,KOR beta-arrestin-2,HEK293 NOD2/NF-kB
CCOc1ccc(NC(=O)Cn2nnc(-c3ccccc3NC(=O)c3cccs3)n2)cc1,-0.1%,8.8%,-18%,-71%,5%,i,1.2,-2%,2.2%,-3%
Cc1cc(=O)oc2cc(OCC(=O)NCCc3ccccc3)ccc12,-0.1%,-0.7%,1%,-9%,9%,+,9.0*,12%,-1.2%,-8%
CCc1nc(SCC(=O)Nc2ccccc2Cl)n[nH]1,-0.1%,0.2%,-35%,-20%,2%,i,1.9,3%,-0.1%,2%
COc1ccc([N+](=O)[O-])cc1C1NN=C(c2cccc3ccccc23)S1 (stereo unspecified),-0.1%,0.2%,-20%,-43%,14%,i,1.1,-4%,-0.7%,15%
CN(CC(=O)N1CCOCC1)S(=O)(=O)c1cc(Cl)ccc1Cl,0.0%,-2.6%,-9%,-11%,6%,i,0.3,1%,-2.1%,-3%
COc1ccc(N(CC(=O)NC2CCCCC2C)S(=O)(=O)c2c(C)nn(C)c2C)cc1 (stereo unspecified),-0.1%,-1.1%,9%[20 µM],-10%,-5%,i,6.1,4%,-5.8%,5%
Cc1cccc(C)c1NC(=O)C(NC=O)c1ccccc1 (stereo unspecified),0.1%,-2.4%,2%,15%,16%,i,0.7,-4%,4.7%,16%
O=C(Nc1nccs1)c1cccc(N2C(=O)C3C4C=CC(C4)C3C2=O)c1 (stereo unspecified),1.0%,1.3%,-3%,-19%,8%,i,0.7,-3%,5.4%,15%
CCCCc1[nH]nc2c1C1(C(=O)N(CC)c3ccccc31)C(C#N)=C(N)O2 (stereo unspecified),0.0%,1.2%,9%,-9%,2%,i,0.3,6%,-1.9%,7%
O=C(O)c1cc2n(n1)C(C(F)(F)F)CC(c1ccccc1)N2 (stereo unspecified),0.1%,0.5%,-8%,-1%,9%,i,0.7,9%,-2.2%,-8%
COc1ccc(S(=O)(=O)Nc2cc(C(=O)NC3CCCCCC3)ccc2N2CCOCC2)cc1,-0.1%,2.8%,-1%,0%,12%,i,3.8,-10%,6.5%,0%
O=[N+]([O-])c1ccc(N2CCCCC2)c(-c2nn[nH]n2)c1,-0.1%,-1.1%,4%[20 µM],-31%,15%,i,1.3,9%,nt,12%
O=C(NCCc1ccccc1)c1nc2nc(-c3cccs3)cc(C(F)(F)F)n2n1,-0.3%,-3.6%,-19%,15%,-5%,i,0.9,-2%,-0.7%,2%
Cc1cc[n+](CC(=O)c2cc3ccccc3oc2=O)cc1,0.4%,17%,-8%,31%,2%,i,1.4,9%,-1.3%,3%
Cc1ccc(/C=N/NC(=O)CNC(=O)c2ccc(S(=O)(=O)N(C)C)cc2)cc1,0.1%,0.0%,-26%,-20%,-5%,i,0.1,-8%,2.4%,10%
Cc1c(C(=O)NC(C)C)c(-c2ccccc2)nn1-c1ccccc1,-0.1%,-0.5%,-1%,-14%,5%,i,0.5,-5%,-1.2%,14%
O=C(Nc1ccc(NC(=O)c2ccco2)c(Cl)c1)c1cccc([N+](=O)[O-])c1,-0.3%,0.2%,-17%,-57%,4%,i,0.7,5%,16%,15%
Cc1cc(SCC(=O)Nc2ccc(O)cc2)n2ncc(-c3ccccc3)c2n1,0.2%,1.4%,-14%,1%,0%,i,0.6,-8%,4.1%,6%
CC(C)c1nc(SCC(=O)N2CC(=O)Nc3ccccc32)c2ccccc2n1,-0.1%,0.1%,-8%[20 µM],30%,6%,i,0.9,0%,-10%,27%
CNC(=O)C(=O)NCC1OCCCN1S(=O)(=O)c1ccc(F)cc1C (stereo unspecified),0.0%,0.8%,19%,-5%,2%,i,0.5,2%,-3.5%,-3%
Cc1sc2nc(C)n(/N=C/c3ccccc3)c(=O)c2c1C,0.0%,1.3%,5%,-2%,11%,i,1.0,-6%,-1.8%,10%
CCN(CC)Cc1c(NC(=O)c2ccccc2)sc(C)c1C,-0.3%,4.4%,1%,-26%,33%,i,0.8,0%,-4.6%,-25%
CN1CCN(Cc2c(C(=O)N/N=C/c3cccc(Br)c3)nnn2-c2nonc2N)CC1,-0.2%,-1.8%,-35%,-19%,6%,i,0.0,28%,0.7%,-1%
COC(=O)[C@@H]1C[C@@]2(O)[C@H](O)[C@H](O)[C@H](O)C[C@H]2N1Cc1cccc2ccccc12,-0.1%,-0.5%,10%,5%,-4%,i,1.1,2%,-0.4%,4%
Clc1ccc(-n2c(SC/C=C/c3ccccc3)nnc2-c2cccnc2)cc1,0.2%,0.8%,-8%,14%,10%,i,4.5,3%,6.9%,-9%

# Structures from the list above with an NH in an aromatic ring, in the order listed:
SMILES,GPR55 beta-arrestin,HIV peptide binding,KOR beta-arrestin-1,NOD1 NF-kB reporter,GPR55 LPI antagonism,Myeloid diff 2,Myeloid diff 2 GFP+ MAC1+ %,GPR35 antagonists,KOR beta-arrestin-2,HEK293 NOD2/NF-kB
CCc1nc(SCC(=O)Nc2ccccc2Cl)n[nH]1,-0.1%,0.2%,-35%,-20%,2%,i,1.9,3%,-0.1%,2%
CCCCc1[nH]nc2c1C1(C(=O)N(CC)c3ccccc31)C(C#N)=C(N)O2 (stereo unspecified),0.0%,1.2%,9%,-9%,2%,i,0.3,6%,-1.9%,7%
O=[N+]([O-])c1ccc(N2CCCCC2)c(-c2nn[nH]n2)c1,-0.1%,-1.1%,4%[20 µM],-31%,15%,i,1.3,9%,nt,12%

# (list continues)
SMILES,GPR55 beta-arrestin,HIV peptide binding,KOR beta-arrestin-1,NOD1 NF-kB reporter,GPR55 LPI antagonism,Myeloid diff 2,Myeloid diff 2 GFP+ MAC1+ %,GPR35 antagonists,KOR beta-arrestin-2,HEK293 NOD2/NF-kB
COc1ccc(NC(=O)NNC(=O)COc2ccc3cc(Br)ccc3c2)cc1OC,-0.1%,-1.8%,8%,14%,5%,i,6.5,-7%,-2.8%,0%
COc1ccc(CCNC(=O)CCNC(=O)c2ccc(Cl)cc2)cc1OC,0.5%,0.2%,30%,-22%,2%,i,0.5,1%,-1.1%,-15%
CCOc1cc(/C=C2/N=C(c3ccc(C(C)(C)C)cc3)OC2=O)cc(Cl)c1OS(C)(=O)=O,0.2%,0.0%,8%,-22%,0%,i,5.0,-2%,-2.0%,6%
O=C(C1CC1)N1N=C(c2ccccc2)CC1(O)C(F)(F)F (stereo unspecified),0.2%,1.1%,-11%,-10%,-2%,i,0.3,2%,2.9%,5%
O=C(Nc1ccc2c(c1)OCO2)c1ccc(Br)s1,-0.1%,0.9%,16%,-38%,8%,i,7.1,9%,-0.7%,-111%
Cc1cc(C(=O)COC(=O)c2ccco2)c(C)n1Cc1ccco1,0.1%,-1.9%,0%,46%*,6%,i,1.0,-12%,-2.0%,46%
CCCn1c(=O)c(C(=O)N/N=C/c2ccccc2F)c(O)c2ccccc21,-0.1%,2.1%,-29%[20 µM],-68%,7%,i,0.4,0%,nt,-31%
Cc1ccc(NC(=O)C2CC(=O)Nc3ncnn32)cc1Cl (stereo unspecified),0.0%,-1.8%,0%,-4%,-2%,i,0.3,-8%,nt,8%
Cc1ccc(-c2nc(Nc3cccc(O)c3)c3ccccc3n2)cc1,0.2%,2.0%,-36%,-12%,2%,i,0.2,10%,1.6%,5%
CC(C)CCNC(=O)c1ccc2c(SCC(=O)O)c3c(nc2c1)CCCC3,-0.1%,10%,-2%,-30%,0%,i,0.0,4%,-0.6%,9%
Nc1nnc(SCC(=O)Nc2nccs2)s1,1.0%,0.9%,3%,-11%,13%,i,1.5,2%,1.0%,2%
S=C(NCc1ccc(Cl)cc1)Nc1ccccc1Cl,-0.4%,0.0%,1%,-14%,9%,i,0.4,-9%,0.8%,-4%
Cc1ccc(CN(C(=O)C(F)(F)F)C(C(=O)NC2CCCCC2)c2ccco2)cc1 (stereo unspecified),-0.2%,-1.8%,9%,-27%,-2%,i,2.8,-1%,7.5%,23%
Cn1c(NC(=O)/C=C/c2ccco2)cc(=O)n(C)c1=O,0.0%,29%,10%,-30%,12%,i,0.3,-8%,4.7%,-16%
CCOCC(=O)NCc1ccc2c(c1)cc(C)n2C,0.0%,5.4%,-13%[20 µM],-12%,-1%,i,7.6,6%,-6.6%,9%
CCNC(=S)N1CCCC(C(N)=O)C1 (stereo unspecified),0.3%,-0.5%,10%,-18%,8%,i,0.2,5%,-3.0%,4%
Cc1nc(SCC(=O)N2CCN(c3ccccc3)CC2)n[nH]1,0.0%,-1.9%,-2%,-28%,-1%,i,0.6,1%,-2.6%,12%
CC(=O)Nc1cc2c(ccc3ccccc32)oc1=O,0.1%,1.9%,6%,-22%,7%,i,0.4,-16%,-2.9%,-6%
N#Cc1cnn2ccc(-c3ccc4c(c3)CCC4)nc12,0.5%,1.6%,8%,-44%,18%,i,0.0,8%,-2.5%,-13%
COc1ccc(N(C(=O)Cn2nnc(-c3ccc(Cl)cc3)n2)C(C(=O)NCC2CCCO2)c2ccncc2)cc1 (stereo unspecified),-0.1%,2.8%,8%[20 µM],-26%,9%,i,0.2,-1%,nt,10%
CC1CCN(c2c(NCC3CCC(C(=O)NCc4ccc(F)cc4)CC3)c(=O)c2=O)CC1 (stereo unspecified),-0.3%,-0.7%,-4%,-5%,5%,i,0.1,1%,0.3%,14%
CCN(CC)C(=O)CSc1nc(O)c(Cc2ccccc2)c(=O)n1-c1ccccc1,0.2%,2.6%,10%,0%,-14%,i,0.4,7%,-0.5%,9%
CCc1nc(SCc2cccnc2)[nH]c(=O)c1C,0.2%,-0.8%,28%,8%,5%,i,0.7,22%,1.8%,6%
COc1ccc(CN2CC(C(=O)NCCCOC(C)C)CC2=O)cc1 (stereo unspecified),-0.2%,-0.6%,-3%,-7%,-1%,i,0.5,3%,3.1%,-6%
CC(=O)Nc1ccc(OCC(=O)N(CC(C)C)C2CCS(=O)(=O)C2)cc1 (stereo unspecified),0.9%,2.0%,4%,-42%,4%,i,0.3,5%,-3.3%,11%
COc1cccc(C(=O)Nc2sc(C(C)C)cc2C(N)=O)c1OC,-0.1%,-1.0%,-18%,-8%,13%,i,0.3,-4%,2.8%,25%
O=C1N(Cc2cccnc2)C[C@@H]2C[C@@H](c3ccc4nsnc4c3)N3CCC[C@@]123,-0.3%,-0.3%,-6%,-25%,-6%,i,0.1,9%,nt,-3%
CC(=O)N1CCN(C(=S)NCc2ccccc2)CC1,0.0%,0.3%,-13%,-22%,1%,i,0.3,-3%,1.6%,2%
COc1ccc(S(=O)(=O)NNC(=O)c2sccc2-n2cccc2)cc1,-0.3%,-3.4%,-7%,28%,4%,i,0.4,-10%,-2.6%,6%

# Screens as filed in PubChem.

# Not all compounds are listed; rates above refer to the full screens.
